Screening results deposited in PubChem by National Center for Advancing Translational Sciences (NCATS).
Nrf2 activator: qHTS of Nrf2 Activators; hit rate 0.31% among 410,000; AID 624171, 2012; AREc32 ARE-luciferase reporter (MCF7-derived line), luminescence, 24 h; Potency, µM (titrated, usually from 46.1 µM), inactives show top-dose activation, most hits filed as activators; further: potency means the concentration at half of the fitted maximal effect; % of control where 0% means no effect; nearly all actives have a fitted effect of over 65% in size
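For detection, Steady-Glo was added and plates sat 30 min at RT; before that, AREc32_Fluc cells grown overnight in OPTI-MEM/5% FBS had been treated with 23 nL compound for 24 hr at 37 deg C.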
pAkt inh: HTS Assay for Inhibitors of Akt Phophorylation: Primary Screen; activity change, % for hits at 50 µM; hit rate 0.32% among 360,000; Neuro2A IGF-stimulated pAkt S473 HTRF, 20 min; active compounds read low; AID 651550, 2012; in the data active means activity change below about -80%; inconclusive means mostly about -51% to -80%; further: on the % scale 0 is the no-effect control and ±100 the full control effect
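Neuro2A cells in DMEM with 0.5% FBS, overnight at 37 deg C, given compound at single 50 µM final, then IGF (6 nM final) for 20 min at 37 deg C. Lysed; phospho-Akt Ser473 by HTRF after 24 h, 665/615 ratio.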
Nrf2 inh: Nrf2 qHTS screen for inhibitors; A549 ARE-Fluc reporter, luciferase luminescence, 18-24 h; Potency, µM (titrated, usually from 46 µM), for the others: at the top dose activity change, negative = inhibition, most hits filed as inhibitors; hit rate 2.1% among 360,000; AID 504444, 2011; further: potency means the concentration at half of the fitted maximal effect; on the % scale 0 is the no-effect control and ±100 the full control effect; nearly all actives have a fitted effect of over 60% in size
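Quantitative HTS in A549 cells stably bearing an antioxidant response element-firefly luciferase construct. Inhibition of Nrf2-driven transcription was scored by luminescence after 18-24 h of compound exposure at 37 °C.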
CCT modulator: High-Throughput Screening for Modulators of Cytosolic Chaperonin Activity; hit rate 0.3% among 360,000; AID 651819, 2012; purified chaperonin ATPase assay, HTRF ADP detection, 30 min; activity change, % (concentration not given with the values), hits read low; in the data active means activity change below about -30%; further: on the % scale 0 is the no-effect control and ±100 the full control effect
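TRiC (40 or 20 nM final, by batch activity) in 30 mM Tris pH 7.4, 100 mM KCl, 5 mM MgCl2, 1 mM DTT was treated with compound at 76 uM single dose, then 10 uM ATP, 30 min at 37 °C. ADP was read by HTRF Transcreener.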
HepG2 viability: qHTS for Inhibitors of TGF-b: Cytotox Counterscreen. Potency, µM (series often up to 46.1 µM), for inactives: top-dose activity change, negative = cytotoxicity, most hits filed as cytotoxic. HepG2 CAGA-GFP viability, ATP luminescence, 18 h. AID 588856, 2011. hit rate 0.76% among 410,000; further: potency means the concentration at half of the fitted maximal effect; some results filed as inactive show a strong effect at the top dose
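HepG2 CAGA-GFP cells (1000/well, DMEM with 1% FBS) received compound, then TGF-beta at 500 pg/mL final, and were incubated 18 hours at 37 degrees C. Viability was read by CellTiter-Glo luminescence. Media-only wells were set as complete cell-killing and DMSO as no toxicity.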
TGFb SMAD3 inh: qHTS for Inhibitors of TGF-b. HepG2 CAGA-GFP TGF-b/SMAD3 reporter, GFP fluorescence, 18 h; TGF-beta stimulated, 500 pg/mL final. Potency, µM (highest dose often 46.1 µM), inactives show top-dose activity, negative = inhibition, hits mostly inhibitors. hit rate 1.2% among 410,000; further: potency means the concentration at half of the fitted maximal effect; on the % scale 0 is the no-effect control and ±100 the full control effect; nearly all actives have a fitted effect of over 65% in size
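First, reporter cells (HEPG2 CAGA-GFP) rested 2 h at 37 degrees C. Next, compounds were pinned in and TGF-beta added to 500 pg/mL final. After 18 h, GFP was imaged per cell and summed per well.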
Mm-Cpn inhibitor: Inhibitors of TCP-1 ring complex (TRiC) of Methanococcus maripaludis (MmCpn): qHTS | purified Mm-Cpn ATPase, ADP Transcreener TR-FRET | Potency, µM (top dose mostly 76.9 µM), for inactives: at the top dose activity, negative = inhibition, most hits filed as inhibitors | hit rate 0.031% among 330,000; further: potency means the concentration at half of the fitted maximal effect; on the % scale 0 is the no-effect control and ±100 the full control effect; nearly all actives have a fitted effect of over 80% in size
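Purified archaeal Mm-CPN (25nM final) preincubated 10 min at 37degC with compound, then 10uM ATP for 30 min at 37degC; ADP measured by HTRF Transcreener TR-FRET; buffer 30 mM TRIS pH 7.4, 100mM KCl, 5mM MgCl2, 1mM DTT.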
Abeta rescue: qHTS for compounds that reverse cellular toxicity of Amyloid beta (A-beta) peptide in yeast: Primary Screen; yeast expressing A-beta42, growth rescue, OD600, 48 h; response scale: 0% DMSO, 100% iron-clioquinol control; Potency, µM (series often up to 46.1 µM), for inactives: at the top dose growth rescue, hits mostly activators; hit rate 0.063% among 410,000; further: potency means the concentration at half of the fitted maximal effect; nearly all actives have a fitted effect of over 55% in size
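Yeast growth medium received pinned compounds, then yeast cells expressing toxic A-beta were added; plates incubated at 30 C for 48 hr. Growth read as absorbance at 600 nm, normalized to DMSO and equimolar FeCl3 plus clioquinol controls.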
A549 tox: Nrf2 qHTS screen for inhibitors: counterscreen for cytotoxicity. hit rate 0.16% among 390,000. Potency, µM (highest dose often 46 µM), inactives show at the highest dose activity change, negative = cytotoxicity, usual class: inhibitors. A549 ARE-Fluc cells, CellTiter-Fluor viability, 18-24 h; further: potency means the concentration at half of the fitted maximal effect; on the % scale 0 is the no-effect control and ±100 the full control effect
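A549 ARE-Fluc cells in 5% FBS OPTI-MEM, 5000 cells/well, rested 2 h then exposed to compounds in concentration-response for 18-24 h at 37 °C. Viability by CellTiter-Fluor fluorescence (Ex 405/Em 525) after 30 min; luciferase luminescence (BugLite, 15 min, RT) read afterwards.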
* = called active by the depositor; i = inactive; ? = inconclusive; . = not tested or not shown; [ ] = another dose, or the depositor's remark. Unless noted, the call rests on the fitted dose curve; in most records, active means well fitted curve in the direction sought with a large enough effect; inconclusive means small, poorly fitted or top-dose-only effect, or another doubt; inactive means no such curve, though single readings can be large; an effect the other way counts as inactive or inconclusive.

SMILES,Nrf2 activator,pAkt inh,Nrf2 inh,CCT modulator,HepG2 viability,TGFb SMAD3 inh,Mm-Cpn inhibitor,Abeta rescue,A549 tox
CCOc1ccc(C(=O)N(Cc2ccc(N(C)C)cc2)C2CCS(=O)(=O)C2)cc1 (stereo not given),-0.5%,i,4%,0.4,-40%,-11%,-2%,5%,5%
O=S(=O)(c1ccccc1)c1cnc(-c2cccnc2)nc1-c1ccccc1,0.4%,i,10%,0.8,9%,-3%,0%,1%,0%
CC(=O)c1ccc(NC(=O)COC(=O)c2nc(Cl)ccc2Cl)cc1,0.4%,i,1%,-5.0,1%,25%,1%,6%,5%
Cc1snc(S(=O)(=O)/C(C#N)=N/Nc2ccc(C(F)(F)F)cc2)c1C#N,3.5%,i,-19%,0.7,-32%,10µM*,1%,-5%,?
CCc1cc(=O)oc2c(C)c(OCC(=O)N3CCC(C(=O)O)CC3)ccc12,2.3%,i,-16%,1.8,-18%,-14%,1%,-5%,1%
CCOc1ccc(OCc2ccc(C(=O)N3CCOCC3)cc2)cc1,1.6%,.,?,1.9,-18%,-6%,-1%,-4%,-10%
Clc1cccc(-c2nc3c4ccccc4ccn3c2Cc2ccsc2)c1,?,i,.,0.8,-11%,?,.,-15%,.
Cc1cccc(C(=O)N2c3ncnn3C3(CCCCC3)[C@@H]3CCCC[C@@H]32)c1,0.1%,.,-1%,.,-30%,-4%,.,8%,1%
Cc1ccc(NC(=O)CN2C(=O)C(c3ccc(F)cc3)=NC2(C)C)c(C)c1,1.1%,.,5%,.,-21%,.,.,17%,-12%
Cc1cc(C)c(S(N)(=O)=O)c(C)c1-n1cnnn1,0.1%,i,-13%,-2.5,1%,-7%,-1%,9%,1%
CC(Sc1nnc(CC(C)c2ccccc2)n1N)C(N)=O (stereo not given),0.2%,i,17%,0.2,-2%,-9%,2%,-8%,0%
CCCc1c(C(=O)Nc2cc(C(C)(C)C)on2)cnn1-c1ccccc1,0.3%,i,6.5µM*,0.8,-8%,-8%,-3%,-7%,0%
Cc1ccc(CNC(=O)C2COc3ccccc3C2)cc1 (stereo not given),3.6%,.,.,.,2%,3%,.,-10%,16%
O=C(Cn1c(=O)n(Cc2ccco2)c(=O)c2ccccc21)Nc1cccc(F)c1,3.8%,.,8%,.,4%,7%,.,-7%,-16%
O=C1CC(SC(=Nc2ccccc2)Nc2ccccc2)C(=O)N1c1cccc(Cl)c1 (stereo not given),-0.7%,i,?,-3.9,0%,0%,0%,19%,?

Random excerpt: five compounds from above
SMILES,Nrf2 activator,pAkt inh,Nrf2 inh,CCT modulator,HepG2 viability,TGFb SMAD3 inh,Mm-Cpn inhibitor,Abeta rescue,A549 tox
Cc1ccc(NC(=O)CN2C(=O)C(c3ccc(F)cc3)=NC2(C)C)c(C)c1,1.1%,.,5%,.,-21%,.,.,17%,-12%
CCCc1c(C(=O)Nc2cc(C(C)(C)C)on2)cnn1-c1ccccc1,0.3%,i,6.5µM*,0.8,-8%,-8%,-3%,-7%,0%
CC(=O)c1ccc(NC(=O)COC(=O)c2nc(Cl)ccc2Cl)cc1,0.4%,i,1%,-5.0,1%,25%,1%,6%,5%
O=C(Cn1c(=O)n(Cc2ccco2)c(=O)c2ccccc21)Nc1cccc(F)c1,3.8%,.,8%,.,4%,7%,.,-7%,-16%
CCOc1ccc(OCc2ccc(C(=O)N3CCOCC3)cc2)cc1,1.6%,.,?,1.9,-18%,-6%,-1%,-4%,-10%

New compounds follow.
SMILES,Nrf2 activator,pAkt inh,Nrf2 inh,CCT modulator,HepG2 viability,TGFb SMAD3 inh,Mm-Cpn inhibitor,Abeta rescue,A549 tox
Cn1nc(C(=O)Nc2cccc(C(=O)NC3CC3)c2)c2ccccc2c1=O,4.2%,i,3%,2.5,-12%,4%,-1%,-6%,-1%
COc1ccc(CCNS(=O)(=O)c2ccc(N3CCCCS3(=O)=O)cc2)cc1,0.2%,.,.,.,-12%,?,.,-16%,-4%
COc1cc2c(cc1OC)CN(c1nc(-c3cccnc3)nc3ccccc13)CC2,5.8%,i,?,-2.3,-39%,?,-7%,-7%,-10%
Cc1cccc(C)c1NC(=O)C1CCN(S(=O)(=O)c2cccc3nsnc23)CC1,-0.3%,.,5%,.,-6%,5%,.,-2%,2%
O=C(NCc1ccc(F)cc1)c1cc2ccccn2n1,-1.5%,i,5%,-0.8,-4%,0%,0%,6%,-3%
CCc1noc(C)c1C(=O)Nc1nc2ccc(OC)cc2s1,5.1%,i,4%,-0.1,-31%,1%,1%,14%,7%
CCCCCOc1ccc(C(=O)OCC(=O)Nc2cc(C)c(C)cc2[N+](=O)[O-])cc1,1.0%,i,-4%,-2.9,16%,-2%,1%,4%,3%
CC1=C(c2ccccc2)[N+](=O)C2(CCCC2)N1[O-],0.2%,i,16%,-1.9,2%,-13%,0%,4%,-4%
CCOc1ccc(NC(=O)CN2C(=O)NC(CCSC)C2=O)cc1 (stereo not given),4.5%,i,-12%,-1.2,-13%,-8%,1%,2%,4%
COc1cc(C(C)=O)ccc1OCC(=O)Nc1cc(C)on1,5.0%,i,?,-1.2,-1%,-21%,0%,-14%,10%
C[C@@]12C(=O)OC(=O)[C@]1(C)C1CCC2O1,-2.4%,i,?,0.6,-61%,1.6µM*,0%,-83%[inhibitor],?
CCN(CC)CCNC(=O)C1CCCN(c2nnc(C)c3c(C)n(-c4ccc(Cl)cc4)nc23)C1 (stereo not given),2.3%,.,-11%,.,-17%,-14%,.,-21%,?
COc1ccccc1C(=O)Nc1ccc2nc(SCC(=O)N(C)C)sc2c1,-0.2%,i,?,-1.7,-3%,-1%,-9%,12%,-2%
O=C(Nc1ccc(Br)cc1F)c1cccnc1,0.5%,i,12%,-3.0,1%,-3%,1%,-5%,-7%
CN(Cc1nc(-c2cccnc2)no1)S(=O)(=O)c1ccc2ccccc2c1,0.1%,i,?,-1.3,-33%,-8%,0%,1%,9%[1.84 µM]
COc1cccc(C(C(=O)NCc2ccco2)N(Cc2ccco2)C(=O)Cn2nnc3ccccc32)c1 (stereo not given),0.7%,i,-12%,-1.7,19%,2%,-1%,20%,-10%
O=C(NCc1nc(-c2ccccc2)no1)Nc1ccc(F)cc1,0.0%,i,-9%,-1.1,-3%,-14%,-5%,-10%,1%
COc1ccccc1/C=C/C(=O)OCC(=O)c1cc(C)n(C)c1C,2.8%,i,-19%,1.6,-4%,-1%,1%,-1%,-2%
O=C1C(=O)N(Cc2cccnc2)C(c2cccc([N+](=O)[O-])c2)/C1=C(/O)c1ccc2c(c1)OCO2 (stereo not given),-0.3%,i,15%,1.5,-54%,?,-1%,4%,0%
O=C(CSc1ccc(-c2ccco2)nn1)c1ccccc1,18%,i,16%,0.5,-28%,0%,-5%,-6%,0%
O=C(Nc1ccc(Br)cc1)c1ccc2c(c1)OCO2,1.7%,i,?,1.1,-39%,-15%,-3%,-19%,12%
O=C(O)c1ccccc1Nc1ccc([N+](=O)[O-])cc1C(=O)O,0.2%,i,7%,1.7,23%,29%,-7%,-6%,-24%
O=C(Nc1nc(-c2cccs2)cs1)c1ccc(Cl)s1,?,i,-12%,-1.5,-68%,?,?,-10%,-5%
CC1=C(C(=O)OCc2ccccc2)C(c2ccccc2)NC(=O)N1CCCC(=O)O (stereo not given),0.0%,i,9%,0.9,2%,-2%,-1%,-28%,2%
O=C(Nc1nnc(Cc2ccc(Cl)cc2)s1)c1ccncc1,3.1%,i,-15%,0.4,12%,9%,0%,4%,0%
O=C(Nc1ccc(-c2nc3ccccc3[nH]2)cc1)c1c(F)c(F)c(F)c(F)c1F,0.1%,i,-4%,5.4,6%,1%,-6%,-2%,-10%
CCCNC(=O)Cc1c(OC)ccc2cc(Br)ccc12,0.1%,i,-18%,-2.6,-14%,0%,-9%,13%,16%
CCS(=O)(=O)c1ccc2oc(Nc3cc(Cl)ccc3OC)nc2c1,3.8%,i,5%,-0.6,-3%,2%,-2%,-6%,-4%
Cc1ccc2c(=O)oc(N(C)C)nc2c1,0.0%,i,16%,2.4,19%,-5%,-5%,-14%,3%
COC(=O)c1cc2n(n1)CCN(Cc1ccccc1F)C2=O,3.2%,i,12%,-1.2,5%,-28%,-2%,-4%,-4%
COc1cccc(NC(=O)CCN2CCN(C)CC2)c1,0.4%,.,5%,0.5,1%,20%,0%,-2%,7%
Cc1ccc(NC(=O)CCC(=O)c2cc(C)sc2C)nc1,0.0%,i,18%,1.9,7%,-15%,-1%,0%,-1%
CC(C)=C1SC(N2CCN(c3ccc(C)c(Cl)c3)CC2)=NC1=O,-0.4%,i,-13%,-2.0,-28%,0%,1%,-5%,-3%
